Screening results (PubChem BioAssay)
N370S GC mod: inhibits or activates N370S mutant glucocerebrosidase; AID 2101; Potency, µM (top dose mostly 59.4 µM), inactives show top-dose activity change, negative = inhibition, most hits filed as inhibitors; 330,000 compounds, 0.092% hits; N370S GC spleen homogenate, 4MU-glucoside fluorescence;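 further: 0% = full enzyme activity and -100% = no enzyme basal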
DT40 TDP1 CPT: growth inhibition of DT40 Tdp1-/-;hTDP1 cells with camptothecin (screen for TDP1 inhibitors). chicken DT40 Tdp1-/-;hTDP1 cells + 20 nM CPT, ATP luminescence, 48 h. Potency, µM (series often up to 46.2 µM), inactives show at the highest dose activity change, negative = growth inhibition, hits mostly inhibitors. 420,000 compounds, 12% hits. AID 686979; further: nearly all actives have a fitted effect of over 55% in size
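Chicken DT40 Tdp1-/- cells stably complemented with human TDP1 were seeded at 400 cells/well in medium containing 20 nM camptothecin, exposed to pin-transferred compounds, and grown at 37 °C for at least 48 hr. Viability was read as ATP luminescence.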
FEN1 inh: inhibitors of human flap endonuclease 1; P39748; 390,000 compounds, 0.35% hits; Potency, µM (series often up to 114 µM), without a hit: at the highest dose activity change, negative = inhibition, usual class: inhibitors; Recombinant FEN1 flap cleavage, fluorescence, 15 min; further: nearly all actives have a fitted effect of over 65% in size
Target sequence (P39748 whole entry, looked up): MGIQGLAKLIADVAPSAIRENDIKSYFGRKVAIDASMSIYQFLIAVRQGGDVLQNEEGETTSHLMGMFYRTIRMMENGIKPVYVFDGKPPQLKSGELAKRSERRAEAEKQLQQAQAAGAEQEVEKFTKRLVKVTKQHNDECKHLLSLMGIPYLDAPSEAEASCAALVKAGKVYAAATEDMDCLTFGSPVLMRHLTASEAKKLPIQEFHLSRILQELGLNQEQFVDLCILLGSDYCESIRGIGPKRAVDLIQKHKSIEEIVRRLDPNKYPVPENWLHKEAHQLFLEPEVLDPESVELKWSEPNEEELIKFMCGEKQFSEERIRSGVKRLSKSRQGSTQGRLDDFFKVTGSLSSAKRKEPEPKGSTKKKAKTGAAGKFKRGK
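Nuclease activity of 10 nM FEN1 was measured after 15 min of room-temperature exposure to titrated compounds, by adding 50 nM flap substrate and reading plates at 0 and 15 min.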
* hit, by the source's call; ? = inconclusive; / = not tested or not shown; & = joins results of further samples; [ ] = remark or other dose. The call rests on the fitted dose curve; in most records, active means well fitted curve in the direction sought with a large enough effect; inconclusive means small, poorly fitted or top-dose-only effect, or another doubt; inactive means no such curve, though single readings can be large; an effect the other way counts as inactive or inconclusive. Unless noted, on the % scale 0 is the no-effect control and ±100 the full control effect; potency means the concentration at half of the fitted maximal effect. These rows are one share of the data. The share of hits here may be higher or lower than overall.

#	molecule	N370S GC mod	DT40 TDP1 CPT	FEN1 inh
1	CCc1nnc(NC(=O)CCN2C(=O)c3ccccc3C2=O)s1	/	-1%	0%
2	O=C1CCN(S(=O)(=O)c2ccccc2)CCN1CCOCc1ccc(Cl)cc1	6%	-3%	3%
3	CC(C(=O)N1CCc2ccccc21)N1CCN(S(=O)(=O)c2cccc(C(F)(F)F)c2)CC1 (stereo not drawn)	/	?	3%
4	O=c1[nH]cnc2ncc(-c3ccc(O)cc3)nc12	/	2%	4%
5	CCOC(=O)N1CCN(C(=O)c2ccc(C)c(S(=O)(=O)Nc3ccccc3)c2)CC1	11%	-20%	-1%
6	Cc1ccc(CN(c2ccc(C(=O)N3CCc4ccccc4C3)cc2)S(C)(=O)=O)cc1	-20%	?	0%
7	Cc1ccc(NS(=O)(=O)c2ccc(CCC(=O)O)cc2)cc1	-18%	-11%	-14%
8	CC(C)n1c(=N)c(C(=O)NCCc2ccccc2)cc2c(=O)n3ccccc3nc21	6%	-25%	-17%
9	CCCC(=O)NC(=S)Nc1sc2c(c1C(N)=O)CCC2	-26%	-8%	-6%
10	COCCSc1ccccc1C(=O)N1CCN(Cc2ccccc2)CC1	-9%	-26%	-2%
11	CCC(C)N1CC23C=CC(O2)C(C(=O)OCc2ccccc2)C3C1=O (stereo not drawn)	-8%	0%	0%
12	O=S(=O)(N/N=C\c1ccc2c(c1)OCO2)c1ccccc1	0%	-20%	5%
13	C=CCN=C1SC(C)C(=O)N1S(=O)(=O)c1ccccc1 (stereo not drawn)	-6%	0%	-14%
14	Cc1ccc(S(=O)(=O)n2cc(CO)c3ccccc32)cc1	/	?	-16%
15	COc1ccc(CNC(=O)C(C)OC(=O)c2cccs2)cc1 (stereo not drawn)	-11%	6%	3%
16	COC(=O)c1ccc(COC(=O)CNC(=O)c2cccc(OC)c2)o1	/	1%	18%
17	COc1cc(NS(=O)(=O)c2ccc(NC(=S)Nc3ccccc3)cc2)nc(OC)n1	-8%	-3%	18%
18	Cc1cc(C)cc(C(=O)NC(CC(N)=O)c2ccc(N3CCN(c4ccccc4)CC3)c([N+](=O)[O-])c2)c1 (stereo not drawn)	-4%	?	14%
19	CCOC(=O)c1cnn(-c2ccc(NS(=O)(=O)c3ccc(Cl)cc3)cc2)c1C(F)(F)F	-16%	?	-8%
20	CC1(C)Cc2c(c(N3CCOCC3)nc3sc(-c4ccc(C(=O)O)o4)c(N)c23)CO1	4%	-8%	-11%
21	Cc1cc(NCCCN(C)C)n2nc(-c3cccs3)cc2n1	3%	-2%	1%
22	O=C(COc1ccc(F)cc1)Nc1nnc(C2CC2)s1	4%	-9%	-11%
23	S=C(NCc1ccco1)N1CCN(Cc2ccco2)CC1	8%	-3%	-14%
24	CC(=O)N1c2ccc(S(=O)(=O)N(C)Cc3ccccc3)cc2CC1C (stereo not drawn)	-7%	-20%	-3%
25	CC1CCCCC1NC(=O)Cn1cnc2sccc2c1=O (stereo not drawn)	-10%	-27%	31%
26	c1ccc(CSc2nnnn2-c2ccccc2)cc1	12%	-20%	0%
27	COc1ccc(N2C(=O)CC(NC3CC3)C2=O)cc1 (stereo not drawn)	5%	1%	8%
28	Nc1c(C(=O)Nc2ccc(C(=O)O)cc2)sc2nc3c(cc12)CCCC3	/	-4%	2%
29	O=C(Nc1nccs1)[C@@H]1CCCN1S(=O)(=O)c1ccccc1F	1%	-10%	-3%
30	COc1ccc(OC)c(/C=C/C(=O)NCCc2nc3ccccc3[nH]2)c1	-12%	7.3µM*	-8%
31	CCc1ccc(CN2CCCC(C(=O)N3CCCCC3)C2)cc1 (stereo not drawn)	2%	6%	-4%
32	CCc1cccc(C)c1NC(=O)CCCN1C(=O)CN(C)C1=O	/	-5%	1%
33	Cc1cc([N+](=O)[O-])ccc1NC(c1nnc(-c2ccccc2)o1)c1ccccc1F (stereo not drawn)	/	8%	-1%
34	O=C(Nc1ccccc1N1CCCCC1)c1ccc2nccnc2c1	?	21µM*	-23%
35	Cc1sc(NC(=O)CSc2nc(O)cc(=O)[nH]2)nc1-c1ccccc1	-2%	-1%	50µM*
36	CC(=O)c1cccc(OC(=O)c2ccc3c(=O)n4c(nc3c2)CCC4)c1	-2%	-22%	1%
37	Cc1ccc(CN2CCN(CC(=O)N/N=C/c3c[nH]c4ccccc34)CC2)cc1	-3%	5%	-13%
38	COc1ccc(N2CC(NC(=O)c3ccc4ccccc4c3)CC2=O)cc1OC (stereo not drawn)	-10%	?	5%
39	CC(C)(C)c1ccc(C(=O)Nc2ccc(C(=O)OCc3cc(=O)n4ccsc4n3)cc2)cc1	/	21µM*	-2%
40	CC1(C)C2CC[C@]3(C)C(CC=C4[C@@H]5C[C@](C)(CO)CC[C@]5(C(=O)O)CC[C@]43C)[C@@]2(C)CC[C@@H]1O (stereo partly drawn)	/	-1%	1%
41	CCCCCn1c(=O)[nH]c2cc(C(=O)NCc3ccc(F)cc3)ccc2c1=O	/	-17%	9%
42	COC(=O)CSc1nnc(-c2ccc(S(=O)(=O)N3CCCCC3)cc2)o1	-15%	7%	-9%
43	Cc1nc2c(C#N)cnn2c2c1CCN(Cc1ccccc1)N2C	-9%	1%	2%
44	CCc1ccc(C(C(=O)NC2CCCCC2)N(C(=O)c2csnn2)C2CC2)cc1 (stereo not drawn)	-2%	16µM*	-2%
45	Cc1cccc(N(C(=O)Cc2cccs2)C(C(=O)NCc2ccco2)c2ccncc2)c1 (stereo not drawn)	-7%	-20%	13%
46	COc1ccc(C)cc1NC(=O)C1CCCN1S(=O)(=O)c1ccccc1F (stereo not drawn)	/	?	18%
47	O=C(O)c1ccc(Cn2c(=S)[nH]c3cc(Cl)ccc3c2=O)cc1	1%	2%	6%
48	Cc1cc(C)c(OCCOCCN2CCN(C)CC2)c(Cl)c1	1%	-28%	6%
49	Cc1cccc(C)c1NC(=O)CCN1C(=O)C2C3CCC(C3)C2C1=O (stereo not drawn)	2%	-14%	0%
50	CCOc1ccc(NC(=O)C(=O)NCCc2csc(-c3ccc(C(F)(F)F)cc3)n2)cc1	/	3%	3%
51	CCN1CCC2(CC1)N=C(c1ccc(F)cc1)C(=S)N2C(=O)c1ccc(C(C)(C)C)cc1	8%	?	-5%
52	CCOc1ccc(C)cc1-n1nc2ccccc2n1	2%	-2%	-12%
53	Cc1ccc(S(=O)(=O)Cc2ccc(C(=O)N3CCC(C)CC3)cc2)cc1	-5%	?	-2%
54	CC(CC(=O)OCC(=O)NC1CCS(=O)(=O)C1)c1ccccc1 (stereo not drawn)	/	2%	10%
55	CCOc1ccccc1NC(=O)Nc1cc(OC)ccc1OC	-1%	-2%	-7%
56	Cc1cccc(/N=C/c2c(O)[nH]c3ccccc23)n1	10%[2.35 µM]	-21%	-9%
57	CC(C)CCNc1nc2c(-c3ccccc3)nnn2c2ccccc12	/	1%	6%
58	Cn1nc(C(F)(F)F)c(-c2ccccc2)c1N	-5%	6%	-5%
59	Cc1ccc(S(=O)(=O)NNC(=O)C2COc3ccccc3O2)cc1 (stereo not drawn)	-2%	10%	-1%
60	O=C(Cn1c(=O)oc2ccccc21)Nc1ccccc1N1CCOCC1	7%	-4%	-1%

Gathered by group, the entries above containing a furan ring, fused or not
#	molecule	N370S GC mod	DT40 TDP1 CPT	FEN1 inh
16	COC(=O)c1ccc(COC(=O)CNC(=O)c2cccc(OC)c2)o1	/	1%	18%
20	CC1(C)Cc2c(c(N3CCOCC3)nc3sc(-c4ccc(C(=O)O)o4)c(N)c23)CO1	4%	-8%	-11%
23	S=C(NCc1ccco1)N1CCN(Cc2ccco2)CC1	8%	-3%	-14%
45	Cc1cccc(N(C(=O)Cc2cccs2)C(C(=O)NCc2ccco2)c2ccncc2)c1 (stereo not drawn)	-7%	-20%	13%

Going on with the list:
#	molecule	N370S GC mod	DT40 TDP1 CPT	FEN1 inh
61	COCCn1c(C)cc(C(=O)COC(=O)c2ccc(Br)o2)c1C	-17%	-6%	1%
62	COc1ccccc1-c1c(C)nn2c(-c3ccccc3)cc(-c3ccccc3)nc12	/	-5%	-21%
63	COc1cccc(C2c3cc4c(cc3OC(N3CCOCC3)C2C)OCO4)c1O (stereo not drawn)	/	-91%	-19%
64	Fc1cccc(CN2CCC(Cc3ccccc3)CC2)c1	-15%	-15%	-4%
65	Cc1nnc(N2C(=O)C(O)=C(C(=O)c3ccco3)C2c2ccc(C(C)(C)C)cc2)s1 (stereo not drawn)	-13%	-14%	-1%
66	COc1ccc(CCN2C(=O)CSC2=Nc2ccc(C(C)C)cc2)cc1OC	4%	15µM*	-18%
67	O=C(COC(=O)c1ccc(Cl)c(S(=O)(=O)N2CCCC2)c1)NC1CCCC1	17%	-10%	4%
68	Cc1onc(-c2ccccc2)c1NC(=O)N(Cc1ccccc1)C(C)C	12%	-15%	21%
69	COc1cccc(N2CCN(c3nc(-c4ccccc4C)cc(=O)[nH]3)CC2)c1	-8%	-49%	0%
70	CCN(CC)c1ccc(/C=C2\C=Cc3ccccc32)cc1	/	?	-22%
71	COc1ccccc1NC(=O)c1cc(S(=O)(=O)N2CCc3ccccc32)ccc1F	2%	18µM*	2%&-7%
72	CNC(=O)OCc1cccc(COC(=O)NC)n1	6%	-4%&-6%	-2%
73	O=C(Cn1ccc2cc(S(=O)(=O)N3CCCCCC3)ccc21)NCCc1ccccc1Cl	/	?	-14%
74	Cc1sc2nc(SCC(=O)NCc3cccs3)[nH]c(=O)c2c1C	/	-6%	4%
75	CCOC(=O)Nc1ccc(S(=O)(=O)Nc2cc(C)on2)cc1	-7%	-1%	2%
76	Cc1ccc(C(=O)c2oc3ccccc3c2NC(=O)c2cc(-c3ccccc3)on2)cc1	/	-9%	-5%
77	Cc1ccc(-c2cc(C(=O)Nc3ccc(S(=O)(=O)N4CC(C)OC(C)C4)cc3)[nH]n2)c(O)c1 (stereo not drawn)	-3%	16µM*	?
78	CCN(CC(=O)Nc1c(F)cccc1F)C(=O)CNC(=O)c1ccc2ccccc2c1	/	-28%	-4%
79	NC(=O)NC(=O)C(Nc1ccc(N2CCCCC2)cc1)c1ccccc1 (stereo not drawn)	-6%	-21%	-9%
80	O=C1C(O)=C(O)C(=O)c2ccccc21	/	?	?
81	O=C(Nc1c(Br)cc2c(c1Br)Cc1cc([N+](=O)[O-])ccc1-2)C(Cl)Cl	/	?	5%
82	COc1cc(C2CC(c3ccccc3)=NN2c2ccccc2)ccc1OCC(=O)O (stereo not drawn)	?	-22%	0%
83	COc1ccc(C(=O)N/C(=C\c2ccccc2)C(=O)NC(CCSC)C(=O)O)cc1 (stereo not drawn)	-4%	1%	6%
84	CC(=O)C(N=Nc1ccccc1)(Sc1nnc(-c2ccccc2)n1-c1ccccc1)C(=O)Nc1ccccc1 (stereo not drawn)	?	-10%	-10%
85	Oc1c(Br)cccc1/C=N/Nc1c(F)c(F)c(F)c(F)c1F	-11%	?	-8%
86	CCOC(=O)CNC(=O)C1c2ccccc2Oc2ccccc21	-6%	1%	-4%
87	COc1ccccc1N1CCN(C2CCCN(Cc3c(F)cccc3F)C2)CC1 (stereo not drawn)	-2%	-5%	4%
88	CCC(=O)N1CCc2cc(Br)cc(S(=O)(=O)CCC(=O)N(CC)Cc3ccccc3)c21	/	?	-2%
89	Cc1ccc(S(=O)(=O)c2cc3ccccc3oc2=Nc2ccc3c(c2)OCO3)cc1	11%	-10%	-4%
90	CN(C)/C=C/C(=O)c1ccc(Cl)cc1	11%	-9%	-9%

Continued; the last 4 above are carried over.
#	molecule	N370S GC mod	DT40 TDP1 CPT	FEN1 inh
87	COc1ccccc1N1CCN(C2CCCN(Cc3c(F)cccc3F)C2)CC1 (stereo not drawn)	-2%	-5%	4%
88	CCC(=O)N1CCc2cc(Br)cc(S(=O)(=O)CCC(=O)N(CC)Cc3ccccc3)c21	/	?	-2%
89	Cc1ccc(S(=O)(=O)c2cc3ccccc3oc2=Nc2ccc3c(c2)OCO3)cc1	11%	-10%	-4%
90	CN(C)/C=C/C(=O)c1ccc(Cl)cc1	11%	-9%	-9%
91	CC(=O)c1ccc(Oc2cc(C)nc(N3CCOCC3)n2)cc1	-2%	-7%	-4%
92	COc1cc(/C=C(\NC(=O)c2cc(OC)c(OC)c(OC)c2)C(=O)NC(C(=O)O)c2ccccc2)cc(OC)c1OC (stereo not drawn)	3%	0%	-4%
93	CN1CCN(C(=O)C2=C[C@@H](c3csc4ccccc34)C[C@@H](OCCCCO)O2)CC1	-17%	-28%	-8%
94	COc1ccc(Nc2nc(N)nc(CSc3nc4cc(OC)ccc4s3)n2)cc1	/	12µM*	?
